# Bioassay records as filed in PubChem.
# Yeast eIF2B – GCN4-lacZ reporter reduction in eIF2B-epsilon mutant yeast, primary screen, S. cerevisiae, eIF2B-epsilon R284H, Beta-Glo luminescence; inhibition, % at 25 µM (by protocol); actives 0.91% (n = 27,000);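 active = mutant luminescence inhibited past about 50% while wild type luminescence and mutant growth stay under set limits, limit read from the data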; also: some compounds called inactive have numbers as strong as hits
#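 material = yeast eIF2B-epsilon R284H mutant carrying GCN4–beta-galactosidase fusion | schedule = 16 h growth with compound at 30 °C, 90 min Beta-Glo step | measured by = luminescence and A595 | compound dosing = one concentration, 25 µM, 0.25% DMSO | read-out basis = % inhibition of reporter signal and growth versus controls | buffer or medium = YPD medium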
# Yeast growth tox – yeast growth toxicity, wild-type and mutant, primary screen, cytotoxicity control for eIF2B function restoration project, wild-type and eIF2Bepsilon R284H mutant, A595; growth inhibition, % at 25 µM (by protocol); AID 685, 2007; S. cerevisiae wild-type growth, A595 turbidity, 16 h; actives 0.3% (n = 30,000);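 active = mutant and wild-type yeast strains alike exhibit over 30% growth inhibition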;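 also: 0% = untreated cell controls and 100% = YPD media blanks without cells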
#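 Test system: Wild-type and eIF2Bepsilon-R284H mutant S. cerevisiae, screened separately | Dosing: Single 25 µM compound dose in 0.2% DMSO | Schedule: 16 h compound exposure during growth at 30 °C | Detection: A595 turbidity | Evaluation: Growth inhibition (%) versus cell controls and blanks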
# Yeast growth tox inhibition % – further read-out of Yeast growth tox, marked with its call; growth inhibition, %; S. cerevisiae eIF2Bepsilon-R284H mutant growth, A595 turbidity, 16 h;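 each compound tested once at 25 µM; 0% equals untreated cells and 100% equals cell-free medium blanks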
# Yeast eIF2B mutant toxicity – recorded beside Yeast eIF2B, whose call it bears; growth inhibition, %; measured here: mutant yeast growth, toxicity;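 each compound tested once at 25 µM; zero equals untreated control growth and 100 equals blank medium absorbance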
# * = called active by the depositor; x = no result given.
SMILES,Yeast eIF2B,Yeast eIF2B mutant toxicity,Yeast growth tox inhibition %,Yeast growth tox
Cc1ccc2[nH]c(=O)c(CN(CCN3CCOCC3)C(=O)Nc3ccc(F)cc3)cc2c1,x,x,3.6,-6.2
CCn1c(SCC(=O)NCCc2ccc(F)cc2)nnc1-c1cccs1,18.7,7.4,7.4,12.6
COc1ccc(-n2c(=S)[nH]c3cc(C(=O)NCCCN4CCCC4=O)ccc3c2=O)c(OC)c1,x,x,6.7,0.0
COc1ccc(S(=O)(=O)NC(CC(=O)NC2CCCC2)c2ccco2)cc1 (stereo unspecified),12.6,-3.6,-3.6,8.9
CCCCOc1ccc(C(=O)Nc2cc(C)c(OCC(=O)N3CCOCC3)c(C)c2)cc1,x,x,22.6,-8.1
C/C(=N\NC(=O)c1csc(C)c1C)c1ccco1,42.3,-8.3,-8.3,9.7

# Of the compounds above, these have a furan ring, fused or not.
SMILES,Yeast eIF2B,Yeast eIF2B mutant toxicity,Yeast growth tox inhibition %,Yeast growth tox
COc1ccc(S(=O)(=O)NC(CC(=O)NC2CCCC2)c2ccco2)cc1 (stereo unspecified),12.6,-3.6,-3.6,8.9
C/C(=N\NC(=O)c1csc(C)c1C)c1ccco1,42.3,-8.3,-8.3,9.7

# Part of the list above in order of heavy-atom count, smallest number first:
SMILES,Yeast eIF2B,Yeast eIF2B mutant toxicity,Yeast growth tox inhibition %,Yeast growth tox
C/C(=N\NC(=O)c1csc(C)c1C)c1ccco1,42.3,-8.3,-8.3,9.7
COc1ccc(S(=O)(=O)NC(CC(=O)NC2CCCC2)c2ccco2)cc1 (stereo unspecified),12.6,-3.6,-3.6,8.9
Cc1ccc2[nH]c(=O)c(CN(CCN3CCOCC3)C(=O)Nc3ccc(F)cc3)cc2c1,x,x,3.6,-6.2

# An excerpt, so the mix of outcomes need not match the whole.
